RGS4 inhibitor – inhibitors of human regulator of G protein signaling 4; P49798; Transcreener GDP fluorescence polarization, RGS4-accelerated GTP hydrolysis; Potency, µM (top dose mostly 114 µM), without a hit: at the highest dose activity change, negative = inhibition, hits mostly inhibitors; 390,000 compounds, 0.039% hits; AID 504845; also: potency is read from the fitted curve at half-maximal effect; % is scaled to controls: 0 for no effect and ±100 for the full control effect; nearly all actives have a fitted effect of over 75% in size; some results filed as inactive show a strong effect at the top dose
Target sequence (P49798 whole entry, looked up): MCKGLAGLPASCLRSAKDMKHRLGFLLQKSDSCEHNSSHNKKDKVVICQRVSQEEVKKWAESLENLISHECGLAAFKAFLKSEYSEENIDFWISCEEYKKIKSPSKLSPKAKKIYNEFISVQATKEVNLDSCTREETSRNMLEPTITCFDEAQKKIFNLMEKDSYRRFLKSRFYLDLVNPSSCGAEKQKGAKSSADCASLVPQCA
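MLSMR compounds (23 nl, pin-transferred) preincubated 10 min at room temperature with a 500nM (2x) first reagent, then RGS4 at 900nM (2x) plus Transcreener GDP mix added; fluorescence polarization (620/688 nm) read before and after 90 min at 30 °C.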
ALOX12 inh – blocks human arachidonate 12S-lipoxygenase; AID 1671190; Potency, µM (top dose mostly 108 µM), for the others: top-dose activity change, negative = inhibition, hits mostly inhibitors; purified 12hLO, xylenol orange hydroperoxide absorbance; 580,000 compounds, 1.1% hits; also: potency is read from the fitted curve at half-maximal effect; % is scaled to controls: 0 for no effect and ±100 for the full control effect
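Hydroperoxide product was detected by ferrous iron/xylenol orange as the 573 to 405 nm absorbance ratio. Arachidonic acid at 40 uM (final) was turned over for 30 min at room temperature by 150 nM human 12hLO, pH 7.0 Hepes buffer, after 15 min compound preincubation.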
ERG-DNA inh – ERG Ets/DNA interaction inhibition; P11308; fluorescence polarization, His-ERG Ets domain / labelled DNA; Potency, µM (highest dose often 76.9 µM), for the others: at the highest dose FP activity, negative = inhibition, usual class: inhibitors; 370,000 compounds, 0.028% hits; AID 624246; active = well fitted inhibition curve with a large enough effect in the polarisation, with a control signal flat; inconclusive = small, poorly fitted or top-dose-only effect, or effect the other way, or a change in a side signal; inactive = no such curve, though single readings can be large or run the other way; the % refers to the polarisation;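 also: polarization taken with two DNA probes labelled with fluorescein and Texas red; potency is read from the fitted curve at half-maximal effect; % of control where 0% means no effect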
Target sequence (P11308 whole entry, looked up, the tested form may be a part): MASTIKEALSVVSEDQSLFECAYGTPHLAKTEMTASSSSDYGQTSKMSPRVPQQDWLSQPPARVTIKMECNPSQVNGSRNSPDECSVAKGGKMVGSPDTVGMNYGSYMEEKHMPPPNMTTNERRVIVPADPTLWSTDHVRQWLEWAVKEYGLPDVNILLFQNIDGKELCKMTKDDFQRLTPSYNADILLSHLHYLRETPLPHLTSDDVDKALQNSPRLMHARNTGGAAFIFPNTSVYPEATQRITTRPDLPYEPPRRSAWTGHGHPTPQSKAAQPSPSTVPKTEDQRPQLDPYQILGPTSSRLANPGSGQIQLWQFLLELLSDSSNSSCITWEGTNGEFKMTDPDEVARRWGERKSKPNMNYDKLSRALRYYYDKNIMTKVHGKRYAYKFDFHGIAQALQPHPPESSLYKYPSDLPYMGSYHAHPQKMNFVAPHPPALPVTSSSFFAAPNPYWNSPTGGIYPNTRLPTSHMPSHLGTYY
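His-tagged ERG Ets domain (1 uM in the protein solution; 300mM KCl, 50mM Tris-HCl, 1mM EDTA, 1mM DTT, pH 7.5) received compound, then a probe mix of 5 nM fluorescein-DNA and 100nM Texas-615-DNA. Fluorescence polarization was read for both dyes.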
D2 agonist – D2 dopamine receptor (human) agonism | P14416 | HEK293 T-REx D2 cells, calcium flux agonist mode | activation, % at 2 µM | 340,000 compounds, 0.53% hits | AID 485358;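 active = activation over 3 SD above normal in the single-dose calcium agonist read, cut at about 30% in these data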; also: 0% is about no effect
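Agonism is scored from calcium flux in a force-coupled, inducible HEK293 cell line expressing D2, read kinetically for 180 s after compound addition against dopamine controls.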
LDHA inh – LDHA (human) enzyme inhibition; purified LDHA, NADH/diaphorase-resazurin fluorescence; active compounds read low; 480,000 compounds, 0.15% hits; activity change, % (values are at about 110 or 230 µM); AID 1347041; P00338; in the data active = activity change below about -30%; inconclusive = mostly about -25% to -30%;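 also: plate controls were DMSO wells for no effect and wells without enzyme for full effect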
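Remaining NADH was detected by diaphorase (0.133 mg/mL) converting 37 µM resazurin to fluorescent resorufin, read at 0 and 20 minutes. The preceding 5-minute room-temperature reaction used 2 nM LDHA, 0.2 mM sodium pyruvate and 0.06 mM NADH at pH 7.4.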
Vif-APOBEC3F blk – Vif-A3F binding inhibition; HeLa A3F-eYFP + Vif (tagged APOBEC3F with the HIV-1 protein that degrades it), YFP fluorescence increase; Potency, µM (top dose mostly 46.1 µM), inactives show top-dose activity, negative = active; 390,000 compounds, 0.2% hits; AID 602313; also: potency is read from the fitted curve at half-maximal effect; % of control where 0% means no effect; nearly all actives have a fitted effect of over 65% in size
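Fluorescence increase (Ex 488/Em 500-530) after overnight compound treatment at 37 deg C flags inhibition of Vif-driven A3F-eYFP loss in stable HeLa A3F-eYFP/Vif cells seeded overnight beforehand.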
Vif-A3G inh – Vif-A3G binding inhibition | AID 602310 | Potency, µM (doses to about 46.1 µM), for inactives: at the highest dose activity, negative = active, usual class: inhibitors | HeLa A3G-eYFP + Vif (tagged APOBEC3G with the HIV-1 protein that degrades it), YFP fluorescence, overnight | 410,000 compounds, 0.076% hits;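 also: potency is read from the fitted curve at half-maximal effect; % is scaled to controls: 0 for no effect and ±100 for the full control effect; nearly all actives have a fitted effect of over 60% in size; hits raise eYFP signal because A3G escapes Vif-driven loss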
Target sequence (Q9HC16 whole entry, looked up): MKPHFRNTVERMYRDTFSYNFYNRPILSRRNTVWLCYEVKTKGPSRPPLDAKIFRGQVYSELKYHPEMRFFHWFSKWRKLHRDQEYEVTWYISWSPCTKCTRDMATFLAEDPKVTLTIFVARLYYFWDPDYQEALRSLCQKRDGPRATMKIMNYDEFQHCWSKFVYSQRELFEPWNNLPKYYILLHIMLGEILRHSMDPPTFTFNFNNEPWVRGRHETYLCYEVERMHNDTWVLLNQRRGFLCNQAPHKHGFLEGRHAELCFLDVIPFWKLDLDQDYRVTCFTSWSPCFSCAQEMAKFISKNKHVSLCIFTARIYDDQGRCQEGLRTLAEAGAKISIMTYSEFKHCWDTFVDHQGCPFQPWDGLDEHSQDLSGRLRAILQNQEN
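HeLa cells stably expressing Vif and C-terminally eYFP-tagged A3G, seeded overnight at 37 deg C, then exposed to compound by pintool overnight at 37 deg C. Rise in yellow fluorescence (Ex 488/Em 500-530, Acumen) marks blocked Vif-driven A3G degradation.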
D2 antagonist – D2 dopamine receptor (human) antagonism; HEK293 TREx D2 cells, calcium flux, dopamine EC80; AID 485344; 340,000 compounds, 2% hits; inhibition, % at 10 µM; in the data active = inhibition above about 30%; also: 0% is about no effect
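HEK293 T-REx D2 cells, tet-induced, calcium dye no-wash. Cpd pintool add, 180 s kinetic, then EC80 DA, 180 s kinetic. Ca flux read.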
GRP78 ERSR act – induces the endoplasmic reticulum stress response in human glioma cells | U87-MG GRP78 promoter luciferase reporter, 16 h | Potency, µM, for inactives: at the top dose activation, most hits filed as activators | 420,000 compounds, 0.02% hits | AID 602332; also: potency is read from the fitted curve at half-maximal effect; series mostly up to about 76 µM; % of control where 0% means no effect; nearly all actives have a fitted effect of over 35% in size
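Stably transfected U87-MG glioma cells carrying a GRP78-based luciferase sensor; 16 h compound incubation. Luminescence end-point read 10 min after Bright-Glo addition at room temperature.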
The depositor's hits bear a star; ? = inconclusive; . = no result given; & = joins results of further samples; [ ] = remark or other dose. Unless noted, calls follow the shape of the dose curve; as a rule, active = well fitted curve in the direction sought with a large enough effect; inconclusive = small, poorly fitted or top-dose-only effect, or another doubt; inactive = no such curve, though single readings can be large; an effect the other way counts as inactive or inconclusive.

SMILES	RGS4 inhibitor	ALOX12 inh	ERG-DNA inh	D2 agonist	LDHA inh	Vif-APOBEC3F blk	Vif-A3G inh	D2 antagonist	GRP78 ERSR act
Cc1nc2ncccn2c1-c1csc(Nc2ccc(O)cc2)n1	?	-26%	-8%	-0.7	6	-10%	-27%	-10	-2%
COc1ccc(OC)c(Nc2nc3ccccc3n3cnnc23)c1	17%[11.4 µM]	16%	-6%	0.0	-2	1%	0%	0	-4%
Cc1ccc2oc(-c3ccc(NC(=O)c4cccnc4)cc3)nc2c1	-26%	125%[activator]	2%	0.7	0	-3%	-22%	-4	7%
Cc1cc(C)nc(-n2nc(C)c(C3(O)C(=O)Nc4ccccc43)c2N)n1 (configuration not stated)	-12%	0%	.	0.4	0	-3%	1%	-4	-2%
NC(=O)C1CCN(C(=O)COc2ccc3ccc(=O)oc3c2)CC1	-3%	9%	-11%	0.6	3	-6%	3%	-5	-2%
Cn1cccc1Cc1nnc(SCC(=O)NCc2ccco2)n1CCc1ccccc1	-25%	0%	-1%	-1.9	-5	-4%	1%	-19	-2%
COc1cccc2c1cc1c(=O)n(CC(=O)N3CCN(c4cccc(C)c4)C(C)C3)nc(C)n12 (configuration not stated)	-15%	0%	5%	-0.5	-4	-7%	2%	.	-2%
CN(C)c1nc(Oc2ccc(=O)n(C)n2)nc(N2CCOCC2)n1	-7%	13%&25%	-2%	0.6	-3&17	-2%	-2%	2	-5%
CCN(CC)S(=O)(=O)c1ccc(Cl)c(C(=O)NCCN2CCOCC2)c1	11%	-5%	0%	0.4	-12	-1%	-1%	2	-3%
Cc1cc(C(=O)N/N=C/c2ccc3c(c2)OCO3)c(C)n1-c1ccc(F)cc1	-30%	1%	10%	0.2	-2	-12%	2%	-1	3%
CC(C)C[C@H](NC(=O)NCCC1=CCCCC1)C(=O)O	-16%[11.4 µM]	0%	-6%	0.9	1	2%	-2%	18	-1%
Cc1ccc(C)c(Cn2c(C(C)NC(=O)c3ccc(F)cc3)nc3ccccc32)c1 (configuration not stated)	-8%	-34%	1%	0.6	-2	3%	-4%	.	-2%
c1ccc(CNC2=NCCCC2)cc1	5%	?	-3%	0.5	-19	-10%	4%	-2	-1%
O=C(OCC(=O)N1CCN(C(=O)c2ccco2)CC1)c1ccccc1O	0%[11.4 µM]	0%	1%	0.2	-6	7%	-3%	-9	-4%
COC(=O)c1ccc(Cl)c(NS(=O)(=O)c2ccc3c(c2)OCCO3)c1	-12%	-13%	-1%	0.7	3	.	?	4	-5%
CCOc1ccc(CCNC(=O)C2CC(=O)N(Cc3ccc(OC)cc3)C2)cc1OCC (configuration not stated)	-1%	-10%	-4%	0.3	-3	1%	-1%	-25	-4%
Cc1cc(C(F)F)nn1CC(=O)NCc1ccccc1F	2%	0%	0%	0.0	-2	.	1%	14	-3%
O=c1[nH]c2ccccc2[n+]([O-])c1-c1ccccc1	13%	15%	-5%	2.0	-9	-36%	-2%	4	-1%
Cc1ccc(NS(=O)(=O)c2ccc(NC(=O)C3CCCO3)cc2)cc1 (configuration not stated)	6%[11.4 µM]	-15%	2%	-0.3	-4	-3%	1%	-15	-6%
O=C(CC(C(=O)N1CCc2ccccc21)n1ccnc1)NCc1cccnc1 (configuration not stated)	0%	-2%	0%	0.9	-6	0%	-3%	10	-5%
Cn1cnnc1Sc1ccc(C(=O)NCCC23CC4CC(CC(C4)C2)C3)cc1[N+](=O)[O-]	-41%	?	-1%	-0.6	8	-9%	3%	20	-6%
CC1=C(C(=O)Nc2ccc(C)cc2C)C(c2cccs2)NC(=S)N1 (configuration not stated)	-43%	1%	2%	-0.1	-1	-11%	-2%	6	0%
CCN(CC)C(=O)CSc1nnc2nnc3cc(Cl)ccc3n12	4%	-25%	13%	.	2	-19%	-4%	.	-4%
CC(CNC(=O)C(C)C)NC(=O)C(C)C (configuration not stated)	5%	-22%	-6%	0.7	1	-8%	1%	1	-4%
O=C(CSCCO)N1CCc2ccccc21	-7%	3%	-6%	-1.0	-1	5%	2%	3	0%
CCOc1ccc(N2CC(C(=O)Nc3cc(S(=O)(=O)N4CCCCC4)ccc3C)CC2=O)cc1 (configuration not stated)	-15%	2%	11%	.	-9	-17%	0%	.	1%
COc1ccc(C(=O)Nc2ccccc2N2CCOCC2)cc1S(=O)(=O)N1CCOCC1	-16%	174%[activator]	1%	0.8	0	1%	-1%	4	-3%
Cc1cc(/C=C(/C#N)c2cccc(F)c2)c(C)n1-c1cccnc1	-6%	-26%	.	-0.9	7	-3%	2%	0	5%
COc1ccc(OC)c(NC(=O)C2C3CCC(C3=C(C)C)C2C(=O)O)c1 (configuration not stated)	-18%	-19%	-1%	-1.3	10	0%	2%	-9	0%
O=S(=O)(Nc1ccccc1F)c1ccc2nsnc2c1	1%	19%	.	0.6	-2	-1%	-5%	-8	-3%
CCCOc1ccc(NC(=O)CC2C(=O)N(c3ccccc3)C(=O)N2CCC(C)C)cc1 (configuration not stated)	4%	-19%	-4%	0.4	-4	2%	2%	.	-2%
CCOC(=O)c1oc2ccc(S(=O)(=O)N3CCC(C)CC3)cc2c1C	-11%	9%	-7%	1.2	-1	-9%	0%	-3	-6%
CC(C(=O)N1CCCC1)N(c1ccc(Cl)cc1)S(C)(=O)=O (configuration not stated)	.	7%	.	.	-6	7%	2%	.	-4%
Cc1ncc2c(c1OC(=O)c1ccccc1)COC(C)(C)OC2	-1%	?	4%	0.1	-5	-5%	-14%	5	-1%
O=C(CCC(=O)N1CCN(S(=O)(=O)c2ccc(Cl)cc2)CC1)NCc1cccc(C(F)(F)F)c1	12%	57%[activator]	6%	.	-1	-12%	1%	.	-4%
NC(=O)CSc1nnc(NC(=O)c2ccc(S(=O)(=O)N3CCCCC3)cc2)s1	-50%	-12%	0%	.	1	-28%	-1%	.	-4%
Cn1cc(Br)c(C(=O)Nc2sc3c(c2C(N)=O)CCC3)n1	-24%	?	0%	-0.8	-1	-2%	-19%	-7	-3%
CCCNC(=O)C1(C)CCCN(Cc2cccs2)C1 (configuration not stated)	.	8%	.	.	-4	.	1%	.	-3%
O=C(Nc1ccc2oc(-c3ccncc3)nc2c1)c1ccco1	-33%	?	7%	0.5	-5	-17%	0%	15	4%
CCNc1nc(NCC)n2c(SCC(=O)Nc3ccc(NC(C)=O)cc3)nnc2n1	0%	-18%	-7%	-0.2	4	10%	0%	4	-1%
Cc1ccc(C(=O)CSC2=NC(N)=C(C#N)C3(CCCCC3)C2C(N)=O)cc1 (configuration not stated)	?	-4%	-7%	-1.7	0	-2%	1%	-2	1%
CCC1C(=O)NCCN1Cc1nc(-c2ccc(C)s2)oc1C (configuration not stated)	24%	-13%	8%	0.0	2	-2%	2%	12	1%
O=C(CCC1CCCCC1)N1CCN(Cc2ccc3c(c2)OCO3)CC1	-9%	-35%	-8%	-0.7	4	0%	1%	8	1%
CCCCCn1c(C(Cc2ccccc2)NC(C)=O)nc2ccccc21 (configuration not stated)	20%	0%	-5%	-1.9	-9	-4%	-3%	-16	-2%
CCCNC(=O)C1Cc2cc(S(=O)(=O)N3CCCCCC3)ccc2N1C(C)=O (configuration not stated)	-14%	?	0%	1.0	-2	1%	4%	.	0%
Cc1cc(NC(=O)c2cc(C(C)C)on2)nn1Cc1ccc(Cl)cc1	-25%	4%[57.4 µM]	3%	-1.3	-3	0%	0%	3	1%
C=COCCn1c(=N)n(CCC)c2ccccc21	-38%	-16%	3%	0.5	0	-1%	2%	-6	-5%
NC(=O)c1c(NC(=O)CSc2nnc(-c3ccco3)n2N)sc2c1CCCC2	-35%[11.4 µM]	-56%	7%	-0.8	-5	-5%	1%	2	-7%
COc1cccc(-c2ncnn2-c2sc3c(c2C#N)CCCCC3)c1OC	2%	-21%	-5%	8.3	-4	1%	-3%	.	-2%
COc1ccc(-c2nn(-c3ccccc3)cc2/C=C/C(=O)OCC(=O)Nc2cccc(C#N)c2)cc1	-22%	-16%	0%	1.5	-3	?	1%	6	-3%
(more compounds)
SMILES	RGS4 inhibitor	ALOX12 inh	ERG-DNA inh	D2 agonist	LDHA inh	Vif-APOBEC3F blk	Vif-A3G inh	D2 antagonist	GRP78 ERSR act
Cc1ccc(NC(=O)Cn2nnc(C(=O)NCc3cccs3)c2N)c(C)c1	-17%[56.9 µM]	?	-18%	0.3	-11	0%	1%	14	-4%
O=C(COc1cccnc1[N+](=O)[O-])Nc1ccc2c(c1)OCO2	-9%[56.9 µM]	-14%	-1%	-1.1	0	-2%	-2%	-10	6%
COc1cccc(-c2nc3n(n2)C(c2cccs2)C(C(=O)Nc2cccnc2)=C(C)N3)c1 (configuration not stated)	4%	-7%	-3%	0.1	1	-2%	3%	-16	-3%
Cc1nc(CC(=O)c2ccc(O)cc2O)cs1	9%	-6%	0%	-0.2	-3	-9%	-5%	-12	2%
CCCc1cc(C(=O)NCc2cccnc2)no1	-14%	47%	-10%	1.4	-4	6%	-2%	-4	1%
CCN(C(=O)CSc1ccc2ccccc2n1)C1CCS(=O)(=O)C1 (configuration not stated)	5%	9%&10%	3%	1.6	-2&-11	9%	1%	24	-7%

Screening data (PubChem BioAssay)

Some of the compounds tested. The share of hits here may be higher or lower than overall.
